# PhoP GFP inhibition: Inhibition of PhoP regulon, Salmonella typhi GFP reporter cells, confirmation, 4 h (AID 1850). Salmonella Typhi PhoP-promoter GFP reporter, fluorescence, 4 h; higher % means a stronger effect. one-dose inhibition, % at 50 µM; IC50 in µM for titrated hits. hit rate 0.33% among 310,000; in the data active means a potency from the dose series; inconclusive means inhibition mostly from about 25% at the one dose, without a potency; inactive means the rest, 99 in 100 with inhibition below about 19%;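 further: 0% = induced wells with vehicle and 100% = uninduced wells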
# influenza NS1A: NS1A inhibition, H1N1 influenza, cell based functional assay (AID 504329); NS1A functional cell-based assay, percent inhibition; higher % means a stronger effect; one-dose inhibition, % at 12.5 µM; IC50 in µM for titrated hits; hit rate 0.3% among 340,000; in the data active means a potency from the dose series; inconclusive means inhibition above about 27% without an active follow-up result; further: strong numbers were not always called active
# tuberculosis growth: growth inhibition of non-replicating M. tuberculosis (AID 488890); Mycobacterium tuberculosis non-replicating, growth inhibition; higher % means a stronger effect; inhibition, % at 25 µM; hits with a dose series show IC50 in µM; hit rate 0.39% among 320,000; in the data active means a potency from the dose series; inconclusive means inhibition mostly from about 82% at the one dose, without a potency; inactive means the rest, 99 in 100 with inhibition below about 76%;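 further: plate controls were DMSO cells for no effect and high antibiotic wells for full effect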
# inhibitors of VEEV: inhibitors of VEEV TC-83 cytopathic effect, confirmation, Vero cells (AID 588727). one-dose inhibition, % at 20 µM; IC50 in µM for titrated hits. Vero cells, VEEV TC-83 cytopathic effect inhibition; higher % means a stronger effect. hit rate 0.13% among 350,000; in the data active means a potency from the dose series; inconclusive means inhibition mostly from about 14% at the one dose, without a potency; inactive means the rest, 99 in 100 with inhibition below about 12%; further: strong numbers were not always called active
# H37Rv inhibition: M. tuberculosis growth inhibition, HTS (AID 449762); M. tuberculosis H37Rv growth inhibition, 7H9 media; higher % means a stronger effect; inhibition, % at 25 µM, or IC50 in µM where a hit was titrated; hit rate 0.59% among 330,000; in the data active means a potency from the dose series; inconclusive means inhibition above about 70% without an active follow-up result;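 further: bacterial growth assessed after seven days of incubation; strong numbers were not always called active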
# Active calls of the source: *; i = inactive; ? = inconclusive; / = not tested or not shown.
1: Cn1c(SCC(N)=O)nnc1-c1ccc(C(C)(C)C)cc1
2: CCCCCCc1ccc(N2C[C@H](Cc3ccccc3)[C@@H](CC(=O)NCc3ccc(OC)cc3)C2=O)cc1
3: CCOCCN1CCN(c2c(CC)c(C)nc3cc(-c4cc(OC)cc(OC)c4)nn23)CC1
4: CN(CC(=O)Nc1cccc(F)c1)C(=O)c1ccc2c(=O)n3c(nc2c1)CCC3
5: COC(=O)C1CCN(C(=O)COC(=O)[C@@H]2CC(O)CN2S(=O)(=O)c2ccc3c(c2)OCCO3)CC1 (some centres undefined)
Assay by compound	1	2	3	4	5
PhoP GFP inhibition	9%	3%	-4%	-15%	-4%
influenza NS1A	-2%	-16%	10%	-3%	-2%
tuberculosis growth	8%	41%	66%	-6%	0%
inhibitors of VEEV	0.4%	i	12%	3.2%	0.2%
H37Rv inhibition	-1%	8%	25µM*	-3%	4%

# Of the compounds above, 3 have nitrogen in an aromatic ring:
1: Cn1c(SCC(N)=O)nnc1-c1ccc(C(C)(C)C)cc1
3: CCOCCN1CCN(c2c(CC)c(C)nc3cc(-c4cc(OC)cc(OC)c4)nn23)CC1
4: CN(CC(=O)Nc1cccc(F)c1)C(=O)c1ccc2c(=O)n3c(nc2c1)CCC3
Assay by compound	1	3	4
PhoP GFP inhibition	9%	-4%	-15%
influenza NS1A	-2%	10%	-3%
tuberculosis growth	8%	66%	-6%
inhibitors of VEEV	0.4%	12%	3.2%
H37Rv inhibition	-1%	25µM*	-3%

# Next section.
6: O=C(Cc1ccc(F)cc1)Nc1nnc(SCC(=O)NC2CCCC2)s1
7: Clc1ccc(N=C2SCCS2)cc1
8: COc1ccc(-n2c(/C=C3\C(=O)Nc4ccccc43)nc3ccccc3c2=O)cc1
9: CC(=O)N1CCC2(CC1)CC(=O)c1cc(OCC(=O)N3CCN(C)CC3)ccc1O2
10: CC(=O)N1CCCSC1=Nc1ccccc1
Assay by compound	6	7	8	9	10
PhoP GFP inhibition	-1%	13%	9%	2%	3%
influenza NS1A	2%	-3%	-4%	0%	5%
tuberculosis growth	-12%	4%	1%	-2%	-4%
inhibitors of VEEV	0.8%	i	0.9%	2.5%	0.1%
H37Rv inhibition	-14%	7%	1%	-10%	-6%

11: O=C(NCc1ccncc1)C1CCCN(S(=O)(=O)c2ccc(Br)cc2)C1 (centres undefined)
12: CCCN1C2CCCC1CC(NC(=S)Nc1ccc(OC)cc1)C2 (centres undefined)
13: O=C1CC(c2ccco2)=Nc2ccccc2N1
14: Cc1ccccc1S(=O)Cc1ccc(C(=O)NCCN2CCOCC2)o1 (centres undefined)
15: CCC(=O)Oc1ccc2c(C)cc(=O)oc2c1C(=O)CC
Assay by compound	11	12	13	14	15
PhoP GFP inhibition	-3%	-15%	-2%	1%	-7%
influenza NS1A	-2%	-3%	-3%	-7%	/
tuberculosis growth	-4%	14%	15%	-7%	-14%
inhibitors of VEEV	1.9%	i	1.4%	1.2%	4.5%
H37Rv inhibition	-8%	10%	3%	0%	-7%

16: CCOC(=O)c1ccc(CNC(=O)Cn2nnc(-c3ccccc3)n2)o1
17: COc1cc2cccc(OC)c(=O)c2c(OC)c1OC
18: COc1cccc(/C=C2\N=C(SC)SC2=O)c1OC
19: O=C(NC(=S)Nc1ccc(N2CCOCC2)cc1)c1ccc(Cl)cc1
20: CC1=C(O)C(=O)OC1c1c(Cl)cccc1Cl (centres undefined)
Assay by compound	16	17	18	19	20
PhoP GFP inhibition	1%	4%	6%	-8%	1%
influenza NS1A	0%	-22%	1%	-2%	-2%
tuberculosis growth	-3%	2%	?	?	-12%
inhibitors of VEEV	1.8%	0.2%	3.6%	1.1%	?
H37Rv inhibition	-9%	0%	0%	3%	4%

# Some of the entries above, reformatted.
No.	SMILES	PhoP GFP inhibition	influenza NS1A	tuberculosis growth	inhibitors of VEEV	H37Rv inhibition
16	CCOC(=O)c1ccc(CNC(=O)Cn2nnc(-c3ccccc3)n2)o1	1%	0%	-3%	1.8%	-9%
17	COc1cc2cccc(OC)c(=O)c2c(OC)c1OC	4%	-22%	2%	0.2%	0%
18	COc1cccc(/C=C2\N=C(SC)SC2=O)c1OC	6%	1%	?	3.6%	0%
19	O=C(NC(=S)Nc1ccc(N2CCOCC2)cc1)c1ccc(Cl)cc1	-8%	-2%	?	1.1%	3%

# Following part:
21: CC(=O)N1CCN(C(=O)c2ccc(S(=O)(=O)Nc3cccc(C(F)(F)F)c3)cc2)CC1
22: COc1cccc(C2C(C(=O)Nc3cccnc3)=C(C)Nc3nnnn32)c1OC (centres undefined)
23: O=C(Nc1ccc(F)cc1)c1cccc(N2C(=O)C3C4C=CC(C5CC45)C3C2=O)c1 (centres undefined)
24: O=C(CCCn1c(=S)[nH]c2cc3c(cc2c1=O)OCO3)N1CCN(c2ncccn2)CC1
25: C=CCn1c(=O)n(C(=O)OCC)c2cc(Br)ccc21
Assay by compound	21	22	23	24	25
PhoP GFP inhibition	-2%	-11%	1%	-7%	11%
influenza NS1A	-2%	0%	0%	5%	3%
tuberculosis growth	-11%	7%	10%	-1%	-1%
inhibitors of VEEV	i	2.0%	7.1%	4.4%	i
H37Rv inhibition	-6%	0%	-12%	-13%	4%

26: N/C(Cc1ccc(Cl)cc1Cl)=N\OC(=O)c1ccccc1
27: CC[C@H](C)C1NC(=O)[C@H](CC(=O)O)NC(=O)c2cc([N+](=O)[O-])cc(I)c2NCCC(C(N)=O)NC1=O (some centres undefined)
28: CCOCCCNC(=O)c1cc2c(=O)n(CC)c3ccccc3c2s1
29: CCc1sc(C(=O)NNC(=O)CNC(=O)c2ccccc2F)cc1C
30: Cc1ccc(Cn2nnc3c(=O)n(CC(=O)N4CCCCC4)cnc32)cc1
Assay by compound	26	27	28	29	30
PhoP GFP inhibition	-3%	11%	-3%	/	2%
influenza NS1A	3%	-1%	-1%	-6%	14%
tuberculosis growth	?	-15%	-3%	-16%	-1%
inhibitors of VEEV	0.4%	0.3%	7.0%	0.3%	i
H37Rv inhibition	12%	-2%	-4%	-9%	-5%

31: COc1ccc(-c2ccc(-c3cc(=O)oc4cc(OC)c(OC)c(OC)c34)cc2)cc1
32: CCOc1ccc(C(=O)NCC(=O)N2CCc3ccccc3C2)cc1OCC
33: O=C(CSc1ccccn1)N/N=C/c1c[nH]c2ccccc12
34: CC(=O)N1CCN(S(=O)(=O)c2cccc(C(=O)Nc3ccc4c(c3)CCC4)c2)CC1
35: COc1ccc(/C=C(\NC(=O)c2ccc(C)cc2)C(=O)Nc2c(C)n(C)n(-c3ccccc3)c2=O)cc1
Assay by compound	31	32	33	34	35
PhoP GFP inhibition	/	-12%	117µM*	-7%	-6%
influenza NS1A	-12%	5%	2%	3%	-5%
tuberculosis growth	/	18%	34%	19%	4%
inhibitors of VEEV	2.0%	i	1.3%	i	0.3%
H37Rv inhibition	/	9%	4%	2%	-4%

36: CCCCn1c(N)c(C(=S)NC(=O)CC(C)(C)C)c(=O)n(C)c1=O
37: COc1ccc(CC(=O)Nc2cc(NC(=O)Cc3ccc(OC)c(OC)c3)cc(C(=O)O)c2)cc1OC
38: CCOc1ccc(S(=O)(=O)NCCC(=O)NCC(c2ccccc2OC)N2CCCC2)cc1 (centres undefined)
39: N#Cc1c(NC(=O)c2cc(-n3cnnc3)ccc2Cl)sc2c1CCCC2
40: Cn1c(SCc2ccc(Br)cc2)nnc1-c1cccs1
Assay by compound	36	37	38	39	40
PhoP GFP inhibition	-1%	-1%	11%	-3%	0%
influenza NS1A	-7%	12%	10%	-1%	-11%
tuberculosis growth	?	8%	19%	16%	?
inhibitors of VEEV	1.9%	0.6%	i	4.5%	2.2%
H37Rv inhibition	4%	-6%	4%	2%	1%

41: N/C(=N\OC(=O)Cc1ccccc1)c1cccnc1
42: CCCCC(=O)Nc1sc2c(c1C(N)=O)CCC2
43: O=C(NCc1ccco1)c1cccc2ccccc12
44: COc1ccccc1N1CCN(CCCCN2C(=O)c3ccccc3C2=O)CC1
45: CC(C)NC(C)C(=O)c1ccc2ccccc2c1 (centres undefined)
Assay by compound	41	42	43	44	45
PhoP GFP inhibition	3%	-12%	2%	11%	2%
influenza NS1A	5%	7%	-4%	-4%	-5%
tuberculosis growth	56%	12%	38%	-8%	0%
inhibitors of VEEV	3.8%	i	i	1.2%	0.1%
H37Rv inhibition	-9%	1%	-2%	-4%	-3%

46: O=C(/C=C/c1ccc([N+](=O)[O-])cc1)NCCSCc1ccco1
47: COC(=O)N/N=C\c1ccc(OC/C=C/c2ccccc2)c(OC)c1
48: CN(C)c1ccc(/C=C/C(=O)c2ccc(O)cc2)cc1[N+](=O)[O-]
49: CCc1ccc(C(=O)OCC(=O)N(CCOC)c2c(N)n(Cc3ccccc3)c(=O)[nH]c2=O)cc1
50: CC(=O)Nc1ccc2c3c(cccc13)CC2
Assay by compound	46	47	48	49	50
PhoP GFP inhibition	22%	4%	8%	1%	-14%
influenza NS1A	-2%	-4%	11%	-6%	0%
tuberculosis growth	-17%	44%	43%	4%	8%
inhibitors of VEEV	1.8%	7.3%	9.0%	1.7%	1.0%
H37Rv inhibition	8%	3%	7%	1%	3%

51: Cc1cc(NC(=S)Nc2ccccc2)ccc1Br
52: O=C(Nc1ccc(OCc2ccccc2)cc1)c1ccccc1
53: O=C(COC(=O)C1CCCCC1)Nc1cccc(Br)c1
54: COc1ccc(-c2nc3nc(N)nn3cc2C)cc1F
55: Cc1cccc2c(=O)c(Br)c(C)n(Cc3ccccc3)c12
Assay by compound	51	52	53	54	55
PhoP GFP inhibition	-3%	-1%	/	-14%	2%
influenza NS1A	-1%	4%	-9%	-3%	-6%
tuberculosis growth	75%	-18%	28%	-2%	-20%
inhibitors of VEEV	i	0.3%	1.6%	1.4%	0.1%
H37Rv inhibition	4%	-3%	0%	0%	5%

56: Cc1cc(C)cc(N(CC(=O)N2CCCCCC2)S(C)(=O)=O)c1
57: CCC(=O)NC(c1cccs1)c1ccc2cccnc2c1O (centres undefined)
58: CCOC(=O)C1CCN(C(=O)c2cccc(C(=O)N3CCC(C(=O)OCC)CC3)c2)CC1
59: Cc1cnc(C(=O)OCC(=O)Nc2cc(S(=O)(=O)N3CCOCC3)ccc2Cl)cn1
60: CCC(=O)OCC(=O)C1(OC(=O)CC)[C@H](C)C[C@H]2[C@H]3[C@H]([C@@H](O)C[C@@]21C)[C@@]1(C)C=CC(=O)C=C1C[C@H]3Cl (some centres undefined)
Assay by compound	56	57	58	59	60
PhoP GFP inhibition	4%	-4%	-4%	/	-16%
influenza NS1A	-24%	15%	-9%	3%	2%
tuberculosis growth	-8%	-3%	-4%	-5%	16%
inhibitors of VEEV	0.6%	7.9%	1.2%	1.1%	i
H37Rv inhibition	2%	-1%	-9%	4%	3%

61: COc1ccc(S(=O)(=O)N(Cc2cccs2)C2CCCC2)cc1
62: CC(C)CCN1C(=O)CCC1(C)C(=O)NC1CCCCCC1 (centres undefined)
63: O=S1(=O)CCC(NC2CCCC2)C1 (centres undefined)
64: CCOC(=O)C(C(=O)c1ccccc1)C1CC(C)NC(=S)N1 (centres undefined)
65: O=C(O)c1ccc(-c2nnn(Cc3cccc(C(F)(F)F)c3)n2)cc1
Assay by compound	61	62	63	64	65
PhoP GFP inhibition	-5%	-12%	-5%	4%	16%
influenza NS1A	-5%	-1%	-1%	-5%	-10%
tuberculosis growth	13%	-14%	-7%	28%	-5%
inhibitors of VEEV	0.1%	i	i	0.9%	0.9%
H37Rv inhibition	-5%	-7%	0%	-4%	1%

66: CC(C)C[C@@H](CO)NS(=O)(=O)c1cc(Cl)ccc1F
67: O=C(N/N=C/c1cccnc1)C(O)(c1ccccc1)c1ccccc1
68: Cc1cccc(NS(=O)(=O)c2ccc(C(=O)NCC(c3ccco3)N(C)C)cc2)c1C (centres undefined)
69: O=S(=O)(c1ccccc1)N1N=C(c2ccc(O)cc2)CC1c1ccco1 (centres undefined)
70: Cc1ccc(CCSCC(=O)O)cn1
Assay by compound	66	67	68	69	70
PhoP GFP inhibition	/	-4%	-4%	-2%	-20%
influenza NS1A	-8%	2%	5%	-4%	-1%
tuberculosis growth	/	-2%	8%	4%	17%
inhibitors of VEEV	i	1.3%	5.9%	6.7%	4.0%
H37Rv inhibition	/	-11%	-6%	3%	3%

71: CC1=CC(C)(C)Nc2ccc(OC(=O)c3ccco3)cc21
72: COC(=O)c1ccccc1NC(=O)CCNC(=O)Cn1cnc2ccccc2c1=O
73: CC(=O)N1c2ccc(S(=O)(=O)NCCC(=O)Nc3ccc(OC(F)(F)F)cc3)cc2CC1C (centres undefined)
74: CC(=O)c1sc2nsc(SCCN3CCCCC3)c2c1N
75: CN(c1ccc(OCCOc2ccccc2Cl)cc1)S(=O)(=O)c1ccccc1
Assay by compound	71	72	73	74	75
PhoP GFP inhibition	4%	2%	-2%	-4%	/
influenza NS1A	-2%	-4%	-4%	/	5%
tuberculosis growth	?	-13%	11%	28%	25%
inhibitors of VEEV	i	i	1.6%	0.7%	2.3%
H37Rv inhibition	5%	-3%	0%	-5%	-1%
